# Anthrax LF prot – anthrax lethal factor protease inhibition. P15917. inhibition, % at 10 µM. 0.12% of 360,000 active. AID 588501. multiplex microsphere protease cleavage assay, LF; note: plate controls were buffer without enzyme for full effect and enzyme alone for no effect
# TcdB inh – blocks C. difficile toxin B glycohydrolase activity; P18177; TcdB glycohydrolase enzymatic assay, plate reader; inhibition, % at 9.99 µM; 0.24% of 350,000 active; in the data active = inhibition above about 10%
# 3CLpro inhibitor – SARS-CoV 3CLpro protease inhibition | recombinant SARS-CoV 3CLpro, quenched FRET peptide cleavage | P0C6X7 | inhibition, % at 6 µM | AID 1706 | 0.14% of 290,000 active; in the data active = inhibition above about 12%
# CCHF vOTU inh – CCHFV vOTU protease inhibition. Pep-AMC fluorescence. inhibition, % at 11.5 µM. 0.55% of 370,000 active. AID 651958; in the data active = inhibition above about 30%; note: 0% = vehicle wells with enzyme and 100% = no enzyme wells
# SSB-PriA inh – K. pneumoniae PriA-SSBct interaction inhibition; AlphaScreen SSBct-PriA binding, biotinylated peptide; inhibition, % at 33 µM; 0.6% of 430,000 active; in the data active = inhibition mostly above about 37%, no sharp cut-off; inactive = mostly below about 20%;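 note: plate controls were negative control peptide for no effect and reference peptide for full effect; strong numbers were not always called active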
# Y pestis TopoI – inhibitors of Yersinia pestis topoisomerase I. Y. pestis Topo-I cleavage product accumulation, plate reader. activity, % at 10 µM. 0.064% of 360,000 active. AID 504884; in the data active = activity above about 50%, passing the limit was not always enough; inconclusive = no clear call, values can overlap the other calls; note: inactives centre near 2
# VHR inh abs – blocks human VHR1 dual specificity phosphatase | inhibition, % at 13.3 µM | P51452 | recombinant VHR phosphatase, pNPP absorbance | 0.52% of 290,000 active; in the data active = inhibition above about 50%; note: some compounds called inactive have numbers as strong as hits
# PfHsp40 yeast – compounds rescuing yeast from Plasmodium falciparum HSP40 toxicity; AID 504582; 0.68% of 340,000 active; growth rescue, % at 12.5 µM; S. cerevisiae expressing PfHsp40, growth rescue, ATP luminescence; in the data active = growth rescue above about 28%, passing the limit was not always enough; inconclusive = no clear call, values can overlap the other calls;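 note: yeast W303a lacking pdr1 and pdr3 grown in galactose medium; growth measured after three days at 30 °C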
# BoNT A protease – inhibitors of Botulinum neurotoxin A light chain protease. multiplex microsphere protease substrate cleavage, flow cytometry. inhibition, % at 10 µM. 0.17% of 360,000 active; note: plate controls were buffer without enzyme for full effect and enzyme alone for no effect
# Vc quorum ag – quorum light induction in luxS cqsA deficient V. cholerae; V. cholerae BH1578 lux reporter, luminescence, 6 h; activation, % at 18.7 µM; 0.16% of 350,000 active; AID 588436; in the data active = activation mostly above about 9.7%, no sharp cut-off; inconclusive = no clear call, values can overlap the other calls; inactive = mostly below about 3.7%; note: not every result past the cut was called active; inactives centre near 0; reference of the scale not given here
# * hit, by the source's call; i = inactive; ? = inconclusive; . = not tested or not shown; & = joins results of further samples. Cut-off read from the data, not from the text of the source, unless noted: active = inhibition above about 30%; inconclusive = no clear call, values can overlap the other calls; inactive = below that.
SMILES,Anthrax LF prot,TcdB inh,3CLpro inhibitor,CCHF vOTU inh,SSB-PriA inh,Y pestis TopoI,VHR inh abs,PfHsp40 yeast,BoNT A protease,Vc quorum ag
COc1ccccc1-c1nnc(SCCN2CCOCC2)n1-c1ccc(C)cc1,-7,.,-5,-8,-11,8,7,0.2,-0.9,-0.3
O=C(C1=C[C@@H](c2ccc(Br)cc2)C[C@@H](OCCCCO)O1)N1CCN(Cc2ccccc2)CC1,-7,-4.9&-2.2,5,23,8,31,7,-0.8,-0.4,-0.3
Cn1c(SCC(=O)Nc2ccc(Cl)cc2)nc(O)cc1=O,-3,0.2,1,6,-10,-10,18,6.7,-12,i
CCN(CC)S(=O)(=O)c1ccc(N2CCOCC2)c(NC(=O)c2[nH]c(C)c(C(C)=O)c2C)c1,.,1.1,.,-5,8,4,.,0.5,.,i
CSc1nc2sc3c(c2c2nnnn12)CCCC3,-1,.,3,-2,-21,2,2,-0.3,?,-0.6
O=C(NC(=S)Nn1cnc2c(cnn2-c2ccccc2)c1=O)c1ccccc1,2,.,4,5,-12,2,23,-0.1,0.0,0.1
CCOC(=O)c1sc(=NC(=O)c2ccccc2)n(C)c1C,3,1.5,-4,-5,-3,5,23,0.3,0.2,-0.3
CC1=NN(C2=NS(=O)(=O)c3ccccc32)C(C)(O)C1 (stereo unspecified),-4,-16,-6,7,-7,-7,22,-1.4,3.1,1.2
Cn1c(=O)c2c(nc(Sc3ccccc3N)n2C)n(C)c1=O,-2,2.0,-7,2,-10,12,-7,0.4,?,i
C=CCn1c(C(C)(C)C)nc2ccccc21,0,-0.4,-3,-7,-7,1,12,-0.4,-0.1,0.2
CCN(C(=O)c1ccc(S(=O)(=O)N(C)C)cc1)C(C)C(=O)Nc1ccc(C)cc1 (stereo unspecified),4,1.2,-4,1,8,1,61,-1.3,-1.6,-0.6
O=C(NC1CCSc2ccccc21)c1ccc(C(F)(F)F)cc1 (stereo unspecified),6,0.0,-5,-6,-3,2,10,-0.7,7.3,-0.3
O=C(O)C(F)(F)S(=O)(=O)O,-7,.,0,-6,-2,5,-10,-0.9,-1.7,i
Cc1ccc(S(=O)(=O)CCC(=O)OCc2nnc(-c3ccccc3Br)o2)cc1,-3,0.7,.,-3,1,32,.,-0.7,-0.1,i
Cc1cccc(NC(=O)C2CCN(S(=O)(=O)c3cccc4nsnc34)CC2)c1,3,-0.7,4,-8,7,7,25,1.8,-0.5,-0.8
Cc1noc(C)c1COC(=O)c1cccnc1SCC(=O)Nc1ccc2c(c1)OCO2,-7,.,4,3,-24,5,19,0.5,-1.0,i
COc1ccc(NC(=O)c2oc3cc(C)c(C)cc3c2C)c(OC)c1,2,.,3,3,-9,3,-8,-2.8,-4.6,-1.3
CC(CCc1ccccc1)NC(=O)CSc1ccccc1 (stereo unspecified),-2,.,4,-4,-19,7,-1,-0.7,-0.5,-0.2
CC(C)CCn1nnnc1C(c1ccc(F)cc1)N1CCN(C(=O)c2ccco2)CC1 (stereo unspecified),-4,.,1,7,-8,10,28,0.2,0.5,i
Cc1csc(SCC(=O)NC(C)c2ccc(F)cc2)n1 (stereo unspecified),-5,0.0,4,11,0,-12,2,1.3,-0.8,-0.2
Nn1cc(-c2ccccc2)nc1SCC(=O)NCCc1ccccc1,1,1.0,2,1,14,11,24,-0.5,-0.4,1.3
CCN1CCN(c2cc(C)c3cc(NC(=O)Cc4ccccc4OC)ccc3n2)CC1,-6,.,-2,8,-11,-9,-11,-0.4,-1.8,-0.6
CC1CC(C)CN(C(=O)c2ccc(NC(=O)c3ccc(=O)[nH]c3)cc2)C1 (stereo unspecified),-9,0.5,4,-4,3,1,8,0.4,0.6,-0.3
Fc1ccc2c(c1)C1C=CCC1C(c1cc3c(cc1Br)OCO3)N2 (stereo unspecified),-9,.,0,3,-14,-13,15,1.4,?,1.0
CCOC(=O)N1CCN(C(=O)C2CCN(S(=O)(=O)c3ccc(OC)cc3)CC2)CC1,3,-1.0,2,16,-18,-13,26,1.3,-1.8,0.6
Cc1ccccc1NC(=O)c1ccccc1,2,.,-6,-6,-11,-2,-23,1.1,-0.7,-2.2
CCc1c(C)nc2ncnn2c1N1CCCC(C(=O)NCCc2ccccc2)C1 (stereo unspecified),-3,1.4,2,.,7,14,22,-0.4,0.5,0.2
COc1ccc(OC)c(C2=NO[C@@](CC(=O)O)(C(=O)Nc3ccc4c(c3)OCCO4)C2)c1,-6,-0.8,1,-8,-7,-12,28,0.7,1.7,i
Cc1cc(C)cc(N(C(=O)c2csnn2)C(C(=O)NC(C)(C)C)c2cccs2)c1 (stereo unspecified),4,.,4,3,-15,12,28,1.1,0.0,-0.4
CCOC(=O)[C@]12CCC=C1N(Cc1ccc(Cl)cc1Cl)C(=O)[C@H](CC(=O)N1CCSCC1)C2,-12,-0.4,.,9,.,.,.,.,0.1,.
O=C(CNc1cccc(C(F)(F)F)c1)N/N=C/c1cccc(Br)c1,-1,0.8,5,7,.,-3,26,0.6,-0.3,i
CS(=O)(=O)c1ccc(C(=O)OCC(=O)Nc2cccnc2Cl)cc1[N+](=O)[O-],-4,2.3,.,.,-1,5,.,-0.4,0.1,-0.7
CC1(C(=O)NS(=O)(=O)C2CC2)CCN(C(=O)c2ccc(F)cc2Cl)C1 (stereo unspecified),-7,4.4,.,2,.,2,.,.,-0.4,-0.2
O=C(CCNC(=O)C1CCN(S(=O)(=O)c2ccccc2)CC1)NCc1ccccn1,-1,2.7,1,6,3,5,16,0.2,1.2,-0.3
CCOC(=O)C1(C)CCN1C(=O)c1ccc(C#N)cc1 (stereo unspecified),-7,0.8,.,-2,.,2,.,.,-0.4,i
CC1CC(=O)Nc2ccccc2N1S(=O)(=O)c1ccc(Cl)cc1 (stereo unspecified),-7,0.2,-1,-1,-13,1,24,-0.5,-1.1,-0.3
Cc1ccc(NS(=O)(=O)c2ccc(OCC(=O)N3CCN(C)CC3)cc2)cc1,-6,0.1,2,-4,-3,7,1,-1.0,4.2,.
Cc1nn(CC(=O)OCC(=O)NC(C)c2ccccc2)c(C)c1[N+](=O)[O-] (stereo unspecified),-3,0.1,1,-2,0,-3,26,-1.3,-0.4,-0.2
COc1cccc(C2=CC(c3cc(OC)ccc3OC)n3nnnc3N2)c1 (stereo unspecified),-1,.,4,7,-37,17,-4,2.6,-0.3,-0.5
C=CCn1c(CCNC(=O)c2cccs2)nnc1SCC(=O)Nc1cccc(F)c1,1,.,2,-8,35,12,34,15,10,-0.4
Nc1nnc(SCCCOc2ccc(F)cc2)s1,-7,1.8,-2,-5,-7,8,-16,0.2,-2.6,i
CCCC1SCC(C)(C)NC1=O (stereo unspecified),2,2.2,.,4,-22,2,.,0.0,-0.4,i
CCc1nc2c(OCc3ccccc3)cccn2c1N(C)C(=O)c1ccco1,-7,0.4,.,4,.,5,.,.,0.1,-0.3
C/C(=N\OC(=O)c1ccc(F)cc1)c1nccs1,-4,.,9,-2,.,-6,20,1.0,0.2,6.2
COc1cccc2sc(NN)nc12,-12,-1.8,5,10,21,2,37,-0.9,-0.5,i
Nc1cc(C(=O)c2ccccc2)ccc1N1CCOCC1,-1,.,4,-1,-20,5,31,-0.4,-3.0,-0.2
Cc1ccc(NCC(=O)c2ccc([N+](=O)[O-])cc2)cc1,-5,.,0,.,27,-18,1,-0.6,-1.5,-0.6
COc1cc(NC(C(=O)Nc2cccc(C(C)=O)c2)c2ccccc2)cc(OC)c1OC (stereo unspecified),1,.,0,-11,17,-3,21,-1.7,1.6,-0.3

# One compound at a time, from the list above. Screens in order: Anthrax LF prot	TcdB inh	3CLpro inhibitor	CCHF vOTU inh	SSB-PriA inh	Y pestis TopoI	VHR inh abs	PfHsp40 yeast	BoNT A protease	Vc quorum ag
# CCCC1SCC(C)(C)NC1=O (stereo unspecified) in the list: 2	2.2	.	4	-22	2	.	0.0	-0.4	i
# CCc1nc2c(OCc3ccccc3)cccn2c1N(C)C(=O)c1ccco1 in the list: -7	0.4	.	4	.	5	.	.	0.1	-0.3

# Continuation:
SMILES,Anthrax LF prot,TcdB inh,3CLpro inhibitor,CCHF vOTU inh,SSB-PriA inh,Y pestis TopoI,VHR inh abs,PfHsp40 yeast,BoNT A protease,Vc quorum ag
COc1cccc(C(=O)N2CCC(CCC(=O)Nc3cccc(C)c3)CC2)c1,0,-0.4,-3,-14,-1,23,40,-0.1,0.6,i
COc1cc2c(cc1NC(=O)c1ccc(C)c([N+](=O)[O-])c1)oc1ccccc12,1,.,4,6,-2,11,46,-1.0,0.1,i
NC(=O)c1cc2ccccc2o/c1=N\NC(=O)c1ccncc1,-3,-0.5,-3,-11,.,5,14,-1.9,0.1,i
Cc1occc1-c1nnc(SCC(=O)Nc2nccs2)n1Cc1ccco1,-4,.,0,1,2,11,15,0.0,0.0,4.5
COC(=O)CSc1cc(SCC(=O)OC)c(C#N)c(SCC(=O)OC)c1,4,.,3,-3,-24,10,8,-0.7,0.3,0.6
CCc1nc2ccc(C(=O)NCCCN3CCCC3=O)cn2c1N(CC)CCN(C)C,-6,-3.2,.,16,.,-4,.,.,0.2,-0.3
COc1ccc(CCNC(=O)Cn2nnc(-c3ccc(OC)c(OC)c3)n2)cc1OC,8,0.1,2,-16,4,1,4,0.1,-0.6,i
CC(C)[C@H](NC(=O)c1ccc(Cl)cc1Cl)C(=O)OCc1nc2ccsc2c(=O)[nH]1,-7,-0.6,.,-5,-11,2,.,1.2,0.0,i
CC1=C(/C=N/Nc2ccc([N+](=O)[O-])cc2[N+](=O)[O-])C(C)(C)CCC1,-4,.,-6,-7,.,-1,11,-0.1,-2.1,-0.3
COc1cc(C(=O)OCC(=O)NCc2ccco2)cc(OC)c1OC,-4,.,1,10,-15,4,19,-1.1,0.8,-0.9
Oc1ccc(Nc2nc(-c3ccc(O)cc3)cs2)cc1,-13,.,-6,1,34,-23,10,1.0,-0.4,-0.3
CCOc1ncccc1C(=O)OCC(=O)Nc1ccc(C(N)=O)cc1,2,0.1,0,-7,-1,-7,-1,-0.5,0.5,0.4
COc1ccccc1C(=O)Nc1ccc(S(=O)(=O)N2CCCC2)cc1,-4,.,0,-8,-17,19,-8,-1.9,?,-2.7
O=c1[nH]c(C2CCCN(S(=O)(=O)c3cccc(Cl)c3)C2)nc2c1nnn2Cc1ccc2c(c1)OCCO2 (stereo unspecified),-1,0.7,0,-5,-1,18,-47,0.5,-1.7,-0.3
C=CCn1c(SC(C)C(=O)NCc2ccc3c(c2)OCO3)nc2scc(-c3ccccc3)c2c1=O (stereo unspecified),1,.,-4,5,-23,11,34,-1.3,0.6,-0.4
COc1ccc(C(=O)Nc2cc(Cl)cc(Cl)c2)c(OC)n1,-6,.,0,1,-15,4,25,-1.4,0.2,.
CC(=O)c1cc(C#N)c(N2CCN(c3ccccc3)CC2)nc1C,4,0.8,2,8,0,-3,-3,-0.3,-2.3,i
CC1Cc2ccccc2N1S(=O)(=O)c1ccc2c(c1)n(C)c(=O)c(=O)n2C (stereo unspecified),-2,.,0,1,-5,-4,5,-0.1,-3.5,-0.3
CN(C)S(=O)(=O)Nc1ccc(Oc2ccccc2)cc1,2,-0.4,-3,0,1,10,-4,1.8,0.1,-4.8
O=C(CCN1C(=O)c2ccccc2C1=O)c1cnc[nH]1,-5,-4.0,.,5,.,.,.,.,-0.3,.
Cc1cc(C)n(/N=C/c2ccc(C(C)C)cc2)c(=O)c1C#N,-2,0.7,2,2,.,10,51*,-1.5,0.2,-0.2

# Screening results from PubChem BioAssay.

# The list is partial. The share of hits here may be higher or lower than overall.
